High-throughput results: PubChem BioAssay, National Center for Advancing Translational Sciences (NCATS)
Shiga toxin inh – inhibitors of Shiga toxin in Vero cells; Vero cells, Shiga toxin protein synthesis inhibition reporter; inhibition, % at 38.7 µM; 290,000 compounds, 9.2% hits; AID 2315; in the data active = inhibition mostly above about 28%, no sharp cut-off; inactive = mostly below about 43%; note: 0% is about no effect
LmPK inhibitor – inhibitors of Leishmania mexicana pyruvate kinase. Q27686. purified LmPK, Kinase-Glo ATP luminescence, 1 h. Potency, µM (highest dose often 57.5 µM), for inactives: at the highest dose activity change, negative = inhibition, actives largely listed as inhibitors. 290,000 compounds, 0.37% hits. AID 1721; note: potency is the fitted concentration of half-maximal effect; % is set by controls: 0 for no effect and ±100 for the full control effect
Target sequence (Q27686 whole entry, looked up): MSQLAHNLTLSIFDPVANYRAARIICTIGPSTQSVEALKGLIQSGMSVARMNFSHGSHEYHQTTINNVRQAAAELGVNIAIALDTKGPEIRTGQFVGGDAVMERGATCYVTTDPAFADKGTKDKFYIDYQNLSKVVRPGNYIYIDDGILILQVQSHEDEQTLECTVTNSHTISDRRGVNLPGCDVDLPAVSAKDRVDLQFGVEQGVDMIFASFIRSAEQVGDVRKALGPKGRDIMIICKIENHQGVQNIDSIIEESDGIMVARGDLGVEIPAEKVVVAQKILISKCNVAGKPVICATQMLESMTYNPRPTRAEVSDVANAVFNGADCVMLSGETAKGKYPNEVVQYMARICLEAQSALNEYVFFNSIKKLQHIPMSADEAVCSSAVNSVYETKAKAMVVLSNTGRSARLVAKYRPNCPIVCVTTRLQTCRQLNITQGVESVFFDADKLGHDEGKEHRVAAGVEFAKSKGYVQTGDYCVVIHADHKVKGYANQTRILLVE
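Kinase-Glo luminescence read after 1 h RT reaction of 0.1 nM LmPK with 0.5 mM PEP and 0.1 mM ADP. Activity scaled between uninhibited and enzyme-free controls.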
Pf growth 96h – P. falciparum growth inhibition at 96 hour, primary screen for plastid delayed-death inhibitors; P. falciparum luciferase reporter growth, 96 h; Potency, µM (top dose mostly 28.7 µM), without a hit: at the highest dose activity change, negative = inhibition, actives largely listed as inhibitors; 320,000 compounds, 6.9% hits; note: potency is the fitted concentration of half-maximal effect; % is set by controls: 0 for no effect and ±100 for the full control effect
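Plates of compound plus infected erythrocytes (2% hematocrit, 0.05% parasitemia final) incubate 96 hours, 37 C, 5% CO2. Detection reagent added; reduced luminescence from the parasites' luciferase reporter flags inhibition.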
Cycloheximide cs – counter-screen hit for Shiga toxin inhibitors, cycloheximide; cell reporter, cycloheximide protein synthesis inhibition counterscreen; 300,000 compounds, 12% hits; max response, %; AID 2314; in the data active = max response mostly above about 13%, no sharp cut-off; inactive = mostly below about 14%; note: read at 38.3 µM for the half of the compounds with a filed dose; 0% is about no effect
AmpC inh no detg – AmpC beta-lactamase inhibition without detergent | P00811 | AmpC nitrocefin hydrolysis, absorbance 480 nm, 0.0001% Triton | Potency, µM (highest dose often 57.1 µM), inactives show at the highest dose activity change, negative = inhibition, most hits filed as inhibitors | 330,000 compounds, 0.52% hits | AID 485341;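 note: potency is the fitted concentration of half-maximal effect; plate controls were no compound for no effect and no enzyme for full effect; nearly all actives have a fitted effect of over 20% in size; some results filed as inactive show a strong effect at the top dose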
Target sequence (P00811 whole entry, looked up): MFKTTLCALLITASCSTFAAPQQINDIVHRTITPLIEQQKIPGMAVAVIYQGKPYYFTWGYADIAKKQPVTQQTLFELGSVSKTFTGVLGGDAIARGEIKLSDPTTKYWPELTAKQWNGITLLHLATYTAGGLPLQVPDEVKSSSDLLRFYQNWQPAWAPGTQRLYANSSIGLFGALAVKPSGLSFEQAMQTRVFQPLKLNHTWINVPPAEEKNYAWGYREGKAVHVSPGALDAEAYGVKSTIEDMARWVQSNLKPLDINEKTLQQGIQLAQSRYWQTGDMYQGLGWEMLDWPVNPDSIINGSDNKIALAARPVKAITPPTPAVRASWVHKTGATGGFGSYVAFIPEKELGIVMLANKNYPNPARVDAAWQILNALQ
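AmpC (5.3 nM in the dispensed reagent) in 20 mM phosphate pH 7.0 with 0.01% (detergent screen) or 0.0001% Triton X-100 was preincubated with compounds for 15 min at room temperature. Nitrocefin was then added from an 800 uM solution, and hydrolysis was followed at 480 nm.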
Pf growth 48h – inhibits P. falciparum growth in the first generation, 48 h. 310,000 compounds, 5.9% hits. Potency, µM (titrated, usually from 28.7 µM), for inactives: at the highest dose activity change, negative = inhibition, usual class: inhibitors. P. falciparum luciferase growth in erythrocytes, 48 h; note: potency is the fitted concentration of half-maximal effect; % is set by controls: 0 for no effect and ±100 for the full control effect
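Luciferase-expressing P. falciparum in infected erythrocytes (2% hematocrit, 0.1% parasitemia final) in RPMI 1640/0.5% Albumax were exposed to compound for 48 hours at 37 C, 5% CO2; growth read as luminescence.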
TbPYK inhibitor – blocks Trypanosoma brucei pyruvate kinase. Q57TT1. TbPYK enzyme, Kinase-Glo Plus ATP luminescence, 45 min. Potency, µM (doses to about 76.8 µM), for the others: at the highest dose activity, negative = inhibition, hits mostly inhibitors. 410,000 compounds, 0.12% hits; note: potency is the fitted concentration of half-maximal effect; % is set by controls: 0 for no effect and ±100 for the full control effect; nearly all actives have a fitted effect of over 50% in size
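ADP (130 uM final) triggers the TbPYK reaction after compound addition; incubation is 45 min at room temperature. Kinase-Glo Plus is then added and luminescence imaged. Normalized data are fitted to concentration-effect curves.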
* = called active by the depositor; u = inconclusive; x = not tested or not shown; + = active, no number; & = joins results of further samples; [ ] = dose if it differs, or a comment. Unless noted, calls come from the whole dose curve; as a rule, active = well fitted curve in the direction sought with a large enough effect; inconclusive = small, poorly fitted or top-dose-only effect, or another doubt; inactive = no such curve, though single readings can be large; an effect the other way counts as inactive or inconclusive.

SMILES	Shiga toxin inh	LmPK inhibitor	Pf growth 96h	Cycloheximide cs	AmpC inh no detg	Pf growth 48h	TbPYK inhibitor
COc1ccc(CNC(=O)Nc2cc(C)ccc2C)cc1	26	4%	83%[activator]	-1	-18%	8%	4%
O=C(Nc1ccncc1)C1CCN(S(=O)(=O)c2ccc(Cl)cc2)CC1	x	x	u	x	-20%	u	-12%
COc1ccc(S(=O)(=O)Nc2ccc(S(=O)(=O)N3CCOCC3)cc2)cc1C	-14	0%	1%	-3	-33%	-2%	-1%
CCOc1ccc(S(N)(=O)=O)cc1-c1nc2c(C(C)(C)C)nn(C)c2c(=O)[nH]1	-6	4%	u	-4	21%	u	0%
COC(=O)CC1SC(=O)NC1=Nc1ccc(O)cc1 (centres undefined)	-14	0%	0%	-5	-9%	1%	-3%
COc1ccc(C(=O)N=c2nc3ccccn3s2)cc1	74	u	-8%	38*	-19%	x	-10%
CCCCCC(=O)N/N=C(\C)c1ccccn1	18	1%	u	5	-15%	1.7µM*	8%
CCC(C)(C)NC(=O)C(c1ccc(OC)cc1)N(C(=O)CCC(=O)Nc1cc(C)on1)c1ccc(OC)c(OC)c1 (centres undefined)	-10	-5%	3%	-5	114%[activator]	u	-1%
Cc1cc(NC(=O)c2c(Cl)c(C)nn2C)no1	-6	0%	40%[activator]	-2	x	13%	-1%
O=C(CN1CCN(c2ccc(O)cc2)CC1)Nc1ccccc1C(=O)NCCc1ccccc1	x	x	u	x	-1%	u	28µM*
O=c1oc2ccccc2cc1-c1nnc(NCc2ccco2)s1	70*	1%	187%[activator]	32*	-29%	x	1%
CCOC(=O)C1=C(OCc2ccc(Cl)cc2)C2C=C(C)C=CC2N=C1 (centres undefined)	-8	0%	12µM*	1	-7%	x	2%
COC(=O)c1ccc(NC(=S)NN2CCOCC2)cc1	25	5%	-17%	21*	-12%	107%[activator]	2%
O=C(Cc1c(O)c2ccccc2[nH]c1=O)NCc1ccccc1F	94*	1%	-11%	60*	-2%	3%	0%
COc1cc(OC)cc(C(=O)NCCCCCCNC(=O)c2cc(OC)cc(OC)c2)c1	x	x	u	x	4%	u	-5%

Two entries drawn at random from those above:
SMILES	Shiga toxin inh	LmPK inhibitor	Pf growth 96h	Cycloheximide cs	AmpC inh no detg	Pf growth 48h	TbPYK inhibitor
CCOC(=O)C1=C(OCc2ccc(Cl)cc2)C2C=C(C)C=CC2N=C1 (centres undefined)	-8	0%	12µM*	1	-7%	x	2%
O=C(Cc1c(O)c2ccccc2[nH]c1=O)NCc1ccccc1F	94*	1%	-11%	60*	-2%	3%	0%

(next part)
SMILES	Shiga toxin inh	LmPK inhibitor	Pf growth 96h	Cycloheximide cs	AmpC inh no detg	Pf growth 48h	TbPYK inhibitor
CC12CN(Cc3ccccc3)CC(C)(CN(Cc3ccccc3)C1)C2=O	10	3%	-17%	3	52%	-23%	-1%
Cc1ccc(C(=O)N2CCN(C)CC2)cc1S(=O)(=O)N1CCOCC1	13	2%	u	-3	-16%	8%	0%
CCCCN1C(=O)CC(C(=O)O)C1c1ccc(OC)cc1 (centres undefined)	-10	-5%	30%[activator]	0	7%	x	0%
Cc1cccc(NC(=O)CSc2nc(-c3ccccc3)c(C#N)c(=O)[nH]2)c1C	-13	5%	-4%	-1	-31%	14%	-6%
CCCCCCCC(=O)N/N=C/c1ccncc1	-11	2%	-33%	-3	8%	-15%	1%
CCN1CCC2(CC1)N=C(c1ccc(F)cc1)C(=S)N2C(=O)c1ccc(C)cc1	-1	5%	-25%	0	-20%	18%	-35%
CNS(=O)(=O)c1ccc(C(=O)NCC(=O)NCC2COc3ccccc3O2)cc1 (centres undefined)	x	x	7%	x	-11%	6%	0%
C[C@@]12CCC3[C@@](CCC4[C@@]3(C)CCC[C@@]4(C)C(=O)Nc3ccc(Cl)cc3)(CC1=O)C2 (some centres undefined)	x	x	u	x	-39%	u	4%
CC(Sc1nc2cc(Cl)ccc2s1)C(=O)Nc1ccc2c(c1)OCO2 (centres undefined)	+	-2%	0%	29*	-36%	50%[activator]	-3%
CCOc1ccnc(OCC)c1Br	-14	1%	-32%	1	-16%	26%	-3%
COc1cc(CCC(=O)Nc2cc(Cl)ccc2N2CCN(C)CC2)cc(OC)c1OC	3	-1%	x	3	119%[activator]	12µM*	0%
O=C(c1ccccc1Nc1ccc(SC(F)F)cc1)N1CCCCCC1	7	0%	u	-1	9%	u	-2%
CN(C)CCNC(=O)C1CCN(S(=O)(=O)c2ccc3ccccc3c2)CC1	-16	-7%	-18%	0	-17%	50%[activator]	-6%
CCOC(=O)C1CCN(C(=O)c2ccc(OCC(=O)Nc3cccc(C(F)(F)F)c3)cc2)CC1	-4	1%	-6%	-2	153%[activator]	u	-6%
Cn1c(=O)c2c(nc(CN3CCN(Cc4ccccc4)CC3)n2Cc2cccc(Cl)c2)n(C)c1=O	-12	10%	1.2µM*	-2	240%[activator]	2.1µM*	2%
CC(C(=O)NCC1(c2ccccc2)CCCC1)N1CCCC1 (centres undefined)	16	-4%	u	-1	-3%	16%	-1%
COc1cc(C(=O)OCC(=O)NCCC2=CCCCC2)cc(OC)c1OC	x	x	-16%	x	5%	1%	3%
CCCCN(CCCC)C(=O)c1cn(CC)c2cc(N3CCN(C)CC3)c(F)cc2c1=O	-2	2%	-26%	-2	112%[activator]	u	-6%
O=c1ccc(-c2ccc(S(=O)(=O)N3CCCCC3)o2)n[nH]1	-10	2%	25%	10	-10%	22%	-4%
O=C(COc1ccc2c3c(c(=O)oc2c1)CCC3)NCc1ccccn1	-4	-13%	u	-7	-8%	32%[activator]	-10%
O=C1OC(N2CCN(C/C=C/c3ccccc3)CC2)c2ccccc21 (centres undefined)	-11	5%	80%[activator]	0	-2%	u	4%
CC12CC(NC(=O)N1c1cccc(C(=O)N3CCN(c4ccccn4)CC3)c1)c1ccccc1O2 (centres undefined)	-4	6%	8%	-4	102%[activator]	x	1%
CCn1cc(C(=O)N2CCN(c3ccccc3)CC2)c(=O)c2cc(S(=O)(=O)N3CCOCC3)ccc21	-7	-4%	17%	-8	140%[activator]	-10%	-6%&4%
Cc1cc(C)c(C#N)c(Nc2cccc(Br)c2)n1	-9	6%	-2%	1	-14%	24%	-1%
C[N+](C)(C)CCNC(=O)c1cc[n+](Cc2ccccc2)c(/C=N/O)c1	-12	-5%	-21%	-2	-18%	-1%	-12%
O=C1OC(N2CCN(c3ccccn3)CC2)c2ccccc21 (centres undefined)	-7	3%	0%	-2	-16%	-1%	-3%
CCOc1ccccc1N(C(=O)c1snc(C(N)=O)c1N)C(C(=O)NCCC(C)C)c1ccco1 (centres undefined)	-14	16%	-9%	-2	0%	x	0%
COc1ccccc1NC(=O)c1nc[nH]c1C(=O)Nc1ccccc1OC	12	3%	69%[activator]	6	-6%	21%	-9%
COc1ccc(CCNC(=O)c2ccc(CNS(=O)(=O)c3ccccc3)cc2)cc1OC	-11	3%	u	6	-14%	u	7%&-4%
O=C(O)c1ccc(Sc2nnc3ccccn23)c([N+](=O)[O-])c1	26	-4%	-3%	1	-14%	-17%	1%

Full records as entered above.
Profile of O=C(COc1ccc2c3c(c(=O)oc2c1)CCC3)NCc1ccccn1 → Shiga toxin inh: -4; LmPK inhibitor: -13%; Pf growth 96h: u; Cycloheximide cs: -7; AmpC inh no detg: -8%; Pf growth 48h: 32%[activator]; TbPYK inhibitor: -10%
Profile of O=C1OC(N2CCN(c3ccccn3)CC2)c2ccccc21 (centres undefined) → Shiga toxin inh: -7; LmPK inhibitor: 3%; Pf growth 96h: 0%; Cycloheximide cs: -2; AmpC inh no detg: -16%; Pf growth 48h: -1%; TbPYK inhibitor: -3%

Further entries.
SMILES	Shiga toxin inh	LmPK inhibitor	Pf growth 96h	Cycloheximide cs	AmpC inh no detg	Pf growth 48h	TbPYK inhibitor
COCCNC(=O)c1onc(CSc2ccc(F)c(F)c2)c1C(=O)O	-1	1%	-16%	0	-10%	u	-4%
CCN(CC)c1ccc(/C=C2\C(=O)c3ccc(C(=O)O)cc3C2=O)cc1	+	-21%	-3%	130*	-15%	-11%	25µM*
C[N+]1(CC(=O)OC2CCCCCCCCCCC2)CCCC1	-11	-1%	u	-5	41%	u	-6%
CSc1cccc(NC(=O)C2CCN(C(=O)c3ccccc3C)CC2)c1	-10	3%	-19%	-6	17%	-8%	-3%
O=C(O)/C=C/C(=O)NCCc1cccc(Cl)c1	11	0%	16%	-2	-6%	39%[activator]	3%
C[C@H]1C=C(C(=O)NC2CC2)O[C@@H](OCc2ccc(CO)cc2)C1	43	-2%	65%[activator]	13*	-15%	47%[activator]	-3%
O=C(N=Nc1ccc(NOC(=O)c2ccccc2Br)cc1)c1ccccc1O	18	u	169%[activator]	6	-38%	185%[activator]	x
O=C(O)C1[C@H]2C(=O)N(C3CCCC3)C[C@]23C=C[C@H]1O3 (some centres undefined)	12	1%	-1%	-2	-25%	19%	-7%
Cc1cccc(NC(=O)C(C)Oc2ccccc2C)n1 (centres undefined)	19	0%	0%	-2	-14%	-1%	-7%
Cc1ccc(-c2nnn(CC(=O)Nc3ccc4nn(-c5ccccc5)nc4c3)n2)o1	37	-4%	x	-3	-36%	3%	-3%
COc1ccc(C2C3=C(CCCC3=O)Nc3nc(SCc4ccccc4)nn32)cc1OC (centres undefined)	6	1%	9%[5.75 µM]	1	96%[activator]	-23%	5%
COc1ccc(C(=O)N2CCCCCCC2)cc1OC1CCN(C(C)C)CC1	-7	2%	3.7µM*	5	0%	12%	4%
CCN(CC(=O)Nc1c(F)cccc1F)C(=O)Cc1ccc2c(c1)OCCO2	x	x	-28%	x	-8%	-24%	1%
COc1ccc(NC(=O)C2CCCN(S(=O)(=O)c3c(C)[nH]c(=O)[nH]c3=O)C2)cc1 (centres undefined)	-21	2%	u	11	-23%	-14%	8%&-9%
CC(C)(C)C(=O)N1CCN(c2ccnc3cc(Cl)ccc23)CC1	-7	0%	11%	-5	82%[activator]	u	5%
COc1cccc(NC(=O)CSc2nc(O)c(C)c(=O)n2-c2ccc(C)cc2)c1	-4	3%	10µM*	1	-12%	-5%	1%
O=C(O)c1cccc(NC(=O)c2ccccc2NC(=O)c2ccccc2F)c1	-6	-1%	-11%	-3	-20%	25%	-16%
O=C(NCc1ccccc1)c1csc2c1CCCC2	31	-2%[11.5 µM]	51%[activator]	20	-20%	6%	-9%
O=C(NC1CC1)C(Cc1ccccc1)NS(=O)(=O)c1ccccc1F (centres undefined)	-5	-1%	11%	-2	-12%	16%	-13%
CCN1C(=O)/C(=C\c2cccc(OC(=O)c3ccco3)c2)SC1=S	-5	5%	18%	10	-23%	-6%	0%
O=C(Nc1cccnc1)Nc1cc(Cl)cc(Cl)c1	-1	6%	u	1	-15%	u	-14%
Nc1ccc(-c2nc(-c3ccccc3)nc3ccccc23)cc1	2	1%	-15%	-2	-21%	19%	-4%
CC(C)C(=O)NC(Nc1cccc2cccnc12)C(Cl)(Cl)Cl (centres undefined)	16	-1%	2%	-1	-22%	4%	4%
O=C(Nc1nnc(-c2ccc(F)cc2)o1)c1cc(Cl)sc1Cl	1	0%	u	-2	-24%	1%	0%
CCn1c(=O)cc(N2CCC3(CC2)OCCO3)[nH]c1=O	-4	0%	15%	0	-9%	18%	-8%
